# From PubChem
# S-ASM inh = human S-ASM enzyme inhibition | placental ASM, HMU-PC fluorogenic substrate, 60 min | Potency, µM (top dose mostly 57.5 µM), for the others: at the highest dose activity change, negative = inhibition, usual class: inhibitors | hit rate 0.006% among 340,000 | AID 504937; further: potency means the concentration at half of the fitted maximal effect
#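 Steps: dispense placental human ASM, pin compound, wait 10 min at room temperature, add HMU-PC0 substrate at 9 uM final, incubate 60 min at 37 °C, add stop solution raising pH to 10, read fluorescence.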
# TRPV1 ag = human TRPV1 agonism; Q8NER1; TRPV1-expressing cells, Fluo-8 calcium influx, agonist mode; activation, % at 8.33 µM; hit rate 0.19% among 320,000; in the data active means activation above about 80%; inconclusive means between about 30% and that limit; further: 0% is about no effect
#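 Cells expressing TRPV1 were dye-loaded with Fluo-8 and read kinetically: 10 s baseline, 3 min after compound (agonist portion), then 2 min after EC20 capsaicin (allosteric enhancer portion). Calcium-bound dye fluorescence at 480/520 nm.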
# p53 reactivation = re-activators of mutant p53; H1299 p53-A138V BP100-luciferase reporter, luminescence, 24 h; Potency, µM (highest dose often 92.2 µM), inactives show top-dose activity change, positive = activation, hits mostly activators; hit rate 0.063% among 320,000; AID 504706; further: potency means the concentration at half of the fitted maximal effect; % of control where 0% means no effect; nearly all actives have a fitted effect of over 45% in size
#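 p53-null H1299 cells stably carrying temperature-sensitive p53-A138V and a BP100-luciferase reporter were pinned with compounds (4-point, 1:5 series) and held 24 hrs at 37 deg C. Luminescence was read 10 min after detection reagent.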
# TSG101-PTAP inh = blocks PTAP/TSG101 interaction to inhibit HIV-1 budding | Potency, µM (top dose mostly 115 µM), without a hit: at the top dose activity change, negative = inhibition, actives largely listed as inhibitors | Fluorescence polarization, FITC-PTAP peptide / Tsg101 binding | Q99816 | 340,000 tested, under 10 active; active means well fitted inhibition curve with a large enough effect in the main read-out, with a control signal flat, not every such curve was filed as active; inconclusive means small, poorly fitted or top-dose-only effect, or effect the other way, or a change in a side signal; inactive means no such curve, though single readings can be large or run the other way; further: potency means the concentration at half of the fitted maximal effect; % of control where 0% means no effect
#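 Fluorescence polarization binding of Tsg101 binding domain (10 uM final) to FITC-labeled PTAP peptide (50 nM final) in HEPES pH 7.5 buffer with NaCl, Tween 20, EDTA, TCEP. Compounds added before peptide; binding 20 min at RT.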
# BRCA1 expr up = increases BRCA1 expression | Potency, µM (top dose mostly 46.1 µM), for inactives: at the top dose activation, usual class: activators | MCF7-BRCA1-FFLuc reporter, luminescence, 48 h; response scale: scaled: vehicle 0%, 10 µM genistein 100% | hit rate 1.1% among 380,000; further: potency means the concentration at half of the fitted maximal effect; nearly all actives have a fitted effect of over 80% in size; some results filed as inactive show a strong effect at the top dose
#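 Reporter cells (MCF7, BRCA1 promoter-firefly luciferase) received library compounds across a concentration series for 48 h. End-point luminescence was measured and concentration-effect curves derived after normalization.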
# uPA surface inh = blocks generation of uPA at the cell surface; cell surface uPA generation assay, qHTS; Potency, µM (doses to about 38.3 µM), for inactives: at the top dose activity change, negative = inhibition, actives largely listed as inhibitors; hit rate 0.31% among 330,000; AID 540303; active means well fitted inhibition curve with a large enough effect; inconclusive means small, poorly fitted or top-dose-only effect; inactive means no such curve, though single readings can be large or run the other way; tested in mouse RAW 264.7 cells; further: potency means the concentration at half of the fitted maximal effect; on the % scale 0 is the no-effect control and ±100 the full control effect; nearly all actives have a fitted effect of over 55% in size
# USP2a inh = USP2a (human) protease inhibition | O75604 | USP2 core, Ub-CHOP2 coupled fluorogenic reporter, 485/531 | Potency, µM (titrated, usually from 38.3 µM), inactives show at the highest dose activity change, negative = inhibition, actives largely listed as inhibitors | hit rate 0.01% among 330,000 | AID 463254;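 further: potency means the concentration at half of the fitted maximal effect; plate controls were DMSO wells for no effect and full inhibition by NEM control for full effect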
# Target sequence (O75604 whole entry, looked up): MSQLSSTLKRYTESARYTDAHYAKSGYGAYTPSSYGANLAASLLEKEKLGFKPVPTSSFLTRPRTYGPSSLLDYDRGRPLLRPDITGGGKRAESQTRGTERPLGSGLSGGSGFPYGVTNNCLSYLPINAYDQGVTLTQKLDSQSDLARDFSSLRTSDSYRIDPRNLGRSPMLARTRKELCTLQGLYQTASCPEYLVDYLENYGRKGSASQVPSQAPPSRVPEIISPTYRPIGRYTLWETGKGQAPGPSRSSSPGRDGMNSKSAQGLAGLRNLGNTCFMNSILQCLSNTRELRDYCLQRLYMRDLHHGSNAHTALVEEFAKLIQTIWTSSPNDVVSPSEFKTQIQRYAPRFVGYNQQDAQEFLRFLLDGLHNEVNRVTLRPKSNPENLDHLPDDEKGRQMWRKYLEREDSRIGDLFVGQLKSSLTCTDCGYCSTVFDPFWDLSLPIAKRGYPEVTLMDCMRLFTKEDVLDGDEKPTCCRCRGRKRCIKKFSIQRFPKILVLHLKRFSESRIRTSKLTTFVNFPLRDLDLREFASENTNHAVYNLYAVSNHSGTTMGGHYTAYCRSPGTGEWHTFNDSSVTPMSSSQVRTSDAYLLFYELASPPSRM
#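 USP2 core (10nM final) preincubated 30min RT with compound in 20mM Tris-HCl pH 8.0, 2mM CaCl2, 2mM beta-mercaptoethanol, 0.05% CHAPS; 25nM Ub-CHOP2 plus 25nM reporter substrate added, fluorescence (Ex485/Em531) read after 60min.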
# a7 integrin act = activators of alpha7 integrin expression for muscular dystrophy. alpha7betagal myoblasts, beta-gal FDG fluorescence, 48 h. AID 624291. Potency, µM (top dose mostly 38.3 µM), without a hit: at the top dose activation, most hits filed as activators. hit rate 0.064% among 350,000;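 further: potency means the concentration at half of the fitted maximal effect; 100% = response of the positive control SU9516; nearly all actives have a fitted effect of over 60% in size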
#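 alpha7betagal+/- myoblasts (passage 13, 250/well) treated 48 h at 37C with compounds at 1:260 dilution of DMSO stock. Lysed, then beta-galactosidase activity read as FDG fluorescence (ex 480/em 540) after 30 min, with pre-read for autofluorescence.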
# Eya2 inh = Eya2 (human) phosphatase inhibition; O00167; recombinant Eya2, OMFP fluorescence dephosphorylation (OMFP is methylfluorescein phosphate); Potency, µM (doses to about 76.9 µM), for the others: top-dose activity, negative = inhibition, most hits filed as inhibitors; hit rate 0.006% among 330,000; further: potency means the concentration at half of the fitted maximal effect; on the % scale 0 is the no-effect control and ±100 the full control effect
#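 Eya2 protein (added as 0.2 uM solution) was preincubated with compound for 10 min at ambient temperature in 50 mM HEPES pH 7.5, 50 mM NaCl, 5 uM MgCl2, 0.05% BSA, 1 mM DTT. OMFP (added at 50 uM) then reacted 10 min; fluorescence read at 485/525 nm.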
# B2AR arrestin = recruits beta-arrestin to the human beta2-adrenergic receptor. P07550. beta-arrestin recruitment to beta2AR, cell-based reporter. Potency, µM (top dose mostly 46.1 µM), for the others: top-dose activation, hits mostly activators. hit rate 0.02% among 330,000;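 further: potency means the concentration at half of the fitted maximal effect; 0% = DMSO controls and full agonism = EC100 isoproterenol or metaproterenol; nearly all actives have a fitted effect of over 65% in size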
# Target sequence (P07550 whole entry, looked up): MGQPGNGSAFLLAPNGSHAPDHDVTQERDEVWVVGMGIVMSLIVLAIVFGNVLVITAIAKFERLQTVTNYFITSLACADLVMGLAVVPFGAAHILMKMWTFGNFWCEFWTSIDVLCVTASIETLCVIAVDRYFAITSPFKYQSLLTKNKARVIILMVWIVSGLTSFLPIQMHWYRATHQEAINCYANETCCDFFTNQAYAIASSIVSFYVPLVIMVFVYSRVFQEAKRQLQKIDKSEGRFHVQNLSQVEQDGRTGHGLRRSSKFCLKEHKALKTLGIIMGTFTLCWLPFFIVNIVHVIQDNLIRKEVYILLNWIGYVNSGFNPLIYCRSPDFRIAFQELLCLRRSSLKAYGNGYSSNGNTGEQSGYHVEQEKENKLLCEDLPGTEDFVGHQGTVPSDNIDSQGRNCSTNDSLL
# ELG1 genotoxic = inducers of genotoxicity in HEK293T ELG1-luciferase cells. HEK293T ELG1-luciferase reporter, luminescence, 16 h. Potency, µM (top dose mostly 46 µM), without a hit: top-dose activity change, positive = activation, actives largely listed as activators. hit rate 1.3% among 330,000. AID 504466; further: potency means the concentration at half of the fitted maximal effect; % of control where 0% means no effect; nearly all actives have a fitted effect of over 60% in size
#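 Reporter readout depends on ELG1 protein level, which increases with genetic stress. After 16 hr compound exposure at 37 °C, luciferase activity was quantified using ONE-Glo.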
# The depositor's hits bear a star; u = inconclusive; x = not tested or not shown; [ ] = dose if it differs, or a comment. Unless noted, the call rests on the fitted dose curve; in most records, active means well fitted curve in the direction sought with a large enough effect; inconclusive means small, poorly fitted or top-dose-only effect, or another doubt; inactive means no such curve, though single readings can be large; an effect the other way counts as inactive or inconclusive.
no.	Structure	TRPV1 ag	B2AR arrestin	TSG101-PTAP inh	USP2a inh	Eya2 inh	BRCA1 expr up	uPA surface inh	p53 reactivation	ELG1 genotoxic	S-ASM inh	a7 integrin act
1	O=S(=O)(c1ccsc1)N1CC=C(c2ccccc2)CC1	-1	0.5%	-5%	4%	-2%	24%	-8%	-18%	-5%	-8%	3%
2	CC(C)C(=O)NNC(=O)c1csc(CS(=O)(=O)c2ccc(Cl)cc2)n1	1	-0.8%	-3%	4%	3%	-9%	11%	1%	-4%	0%	-16%
3	Cc1cc(=O)n2nc(N3CCC(C(=O)Nc4cccc(Cl)c4C)CC3)sc2n1	-4	-0.1%	0%	4%	-3%	-2%	-18%	4%	-5%[9.26 µM]	2%	u
4	CCn1c(=O)c([N+](=O)[O-])c(NCCN(C)C)c2ccccc21	0	-0.8%	-2%	-1%	14%	0%	7%	0%	0%	0%	-14%
5	CCOc1ccc(S(=O)(=O)n2cnc3cc(C)c(C)cc32)cc1	-2	0.4%	-3%	-2%	6%	-82%	u	-16%	u	-5%	-36%[inhibitor]
6	COC(=O)[C@]1(C)N[C@H](CN(C)C(=O)Nc2ccc(OC)cc2)[C@@H]2C(=O)N(Cc3ccccc3)C(=O)[C@@H]21	x	-0.7%	0%	1%	2%	2%	-4%	5%	3%	2%	16%
7	CCN(CC)CCNCC1C(=O)O[C@@H]2C[C@@]3(C)CCC[C@H](C)C3=C[C@H]12 (some centres undefined)	-5	0.2%	-3%	2%	-3%	-46%	-4%	-8%	-5%	6%	13%
8	CCCn1c(NC(=O)c2cccc(S(=O)(=O)N3CCCC3)c2)nc2ccccc21	0	-0.3%	0%	3%	-5%	-109%[inhibitor]	-14%	u	-30%	-8%	-4%[7.66 µM]
9	COc1ccc(S(=O)(=O)N2CCCCC2)cc1NC(=O)CNc1ccccc1C(C)=O	-1	-1.7%	-6%	-1%	19%	-36%	13%	-2%	-1%	70%[activator]	-1%
10	Cc1oc(C(=O)O)cc1COc1ccc2c3c(c(=O)oc2c1)CCC3	2	0.6%	-6%	0%	3%	9%[1.84 µM]	2%	20%	u	54%	34%
11	Cn1cccc1/C=C1\SC(=S)N(NC(=O)c2cccc(Cl)c2)C1=O	18	-1.7%	6%	6%	-7%	-4%	-6%	-2%	0%	u	-35%
12	COc1ccccc1CNS(=O)(=O)CCNCc1ccco1	x	x	1%	x	x	2%	19%	x	x	2%	-11%
13	CCc1cc(C(=O)Cc2ccc(F)cc2)c(O)cc1O	0	2.6%	0%	-3%	-9%	-21%	4%	11%	-1%	-9%	23%
14	CCC(C)NC(=O)C(Cc1ccccc1)n1cccc1 (centres undefined)	1	-0.2%	-2%	1%	4%	-9%	-4%	-2%	-8%	-5%	13%
15	COc1ccc(C2(c3ccc(OC)cc3)NC(=O)N(CC(=O)Nc3ccc(C(N)=O)cc3)C2=O)cc1	0	2.3%	-2%	-6%	1%	-42%	0%	-11%	2%	-5%	-19%
16	COC(=O)Nc1ccccc1C(=O)N1CCN(c2ccc(C)cc2)CC1	-1	3.7%	0%	2%	2%	u	1%	29%	5%	x	-5%
17	NC(=O)C(c1ccccc1)c1ncc(C(F)(F)F)cc1Cl (centres undefined)	-3	-0.2%	0%	0%	-1%	9%	4%	2%	0%	0%	4%
18	Cc1ccc2nc(SC(C)C(=O)NC3CCCc4ccccc43)[nH]c2c1 (centres undefined)	u	3.6%	-3%	0%	-2%	-39%	-1%	6%	-2%	-2%	-23%
19	CCCc1ccc(C2=Nn3c(nnc3C(C)C)SC2)cc1	u	-0.9%	0%	0%	-15%	6%	-9%	-4%	-6%	-3%	-25%
20	CC(=O)c1ccc(N2Cc3ccccc3C3(CCOCC3)C2=N)cc1	0	0.2%	0%	1%	-5%	33%	-1%	9%	9%	5%	-16%
21	NC(=O)c1cc([N+](=O)[O-])ccc1NCc1ccc(O)cc1	-3	0.1%	-3%	-1%	-4%	-4%	-24%	8%	u	-1%	-21%
22	Cc1cc(NC(=O)CN2C(=O)NC(CCc3ccccc3)C2=O)no1 (centres undefined)	1	-0.1%	1%	3%	6%	-5%	-4%	-3%	29%	-1%	16%
23	Cc1cccc(-c2nc(CS(=O)CC(=O)NCCCSC3CCCCC3)c(C)o2)c1 (centres undefined)	28	0.1%	-6%	-6%	-28%	-20%	-10%	-14%	-7%	-8%	-43%
24	CCn1c(=O)cc(SCC(=O)NCc2cccnc2)c2ccccc21	4	0.1%	-2%	-1%	6%	-31%	x	5%	u	1%	18%
25	Cc1sc(NC(=O)CN2CCCC2)nc1-c1ccc2c(c1)CCN2C(=O)c1ccc(F)cc1	4	-0.1%	-1%	-4%	2%	-1%	2%	-2%	-6%	-5%	-38%
26	COCCSc1nnc(NC(=O)C2CC(=O)N(c3ccccc3)C2)s1 (centres undefined)	0	-0.3%	0%	3%	5%	-1%	-1%	-1%	8%	3%	-12%
27	Cc1ccc(CNC(=O)C2CCCN(c3nc(C)cc(C)n3)C2)cc1 (centres undefined)	1	-0.5%	-3%	-1%	8%	-21%	-3%	5%	3%	6%	-13%
28	COCCCn1c(SCC(=O)Nc2ccc(C(=O)OC)cc2)nc2ccccc2c1=O	-1	0.1%	-8%	-2%	4%	1%	1%	5%	-11%	-16%	-20%
29	CC1(C(=O)O)CCC(C(=O)NNC(=O)c2ccccc2Cl)C1(C)C (centres undefined)	x	x	0%	x	x	2%	7%	x	x	-2%	8%
30	COc1ccc(C(=O)NC(=O)N2CCCCC2)cc1	-3	0.3%	0%	0%	-26%	5%	5%	12%	16%	1%	17%
31	O=C(c1ccc(Cl)c([N+](=O)[O-])c1)N(Cc1ccc(Cl)cc1)C1CCS(=O)(=O)C1 (centres undefined)	0	-1.9%	1%	-2%	-1%	-18%	-2%	-9%	u	-6%	-30%
32	Oc1ccc(-c2nc3ccccc3s2)c(O)c1	0	-0.6%	-1%	-4%	16%	u	-9%	u	u	399%[activator]	-7%
33	CS(=O)(=O)Nc1ccc(C(=O)NCc2ccc3c(c2)OCO3)cc1	0	0.2%	-2%	0%	6%	-1%	4%	-1%	1%	6%	16%
34	COC(=O)c1[nH]c2ccc(C)cc2c1NC(=O)CCN1CCN(Cc2ccc3c(c2)OCO3)CC1	0	0.1%	-4%	4%	6%	-37%	-1%	-3%	-4%	3%	-39%
35	Cc1cccc(C(=O)NCC(=O)NC2CCN(Cc3ccccc3)CC2)c1	x	x	0%	x	x	-15%	5%	x	x	-1%	-22%
36	O=C1CCCC/C1=C\Nc1ccccc1C(=O)O	1	-0.9%	1%	-1%	3%	1%	2%	u	3%	1%	-26%
37	CN(C)CCCN(C(=O)c1ccc(S(=O)(=O)N2CCc3ccccc32)cc1)c1nc2c(Cl)cccc2s1	-1	-0.5%	-5%	-3%	-8%	-44%	-7%	6%	1%	-22%	-69%[inhibitor]
38	O=C(c1ccccc1)n1nnc2ccccc21	-2	x	-1%	x	x	1%	1%	x	x	1%	-1%
39	COc1ccccc1Nc1nc(-c2cccs2)cs1	0	0.7%	0%	-1%	-16%	31%	-7%	u	u	-20%	1%
40	O=C(OCCNc1ccc(C(F)(F)F)cc1[N+](=O)[O-])c1cc2ccccc2oc1=O	0	0.2%	u	-1%	0%	5%	1%	2%	10%	-27%	24%
41	CC(=O)c1ccc(N2CCN(C(=O)CN(C)S(=O)(=O)c3cnc[nH]3)CC2)cc1	0	-1.0%	0%	0%	-6%	32%	-1%	13%	4%	7%	-52%[inhibitor]
42	Cc1sc(-n2cccc2)c(C(=O)O)c1C	-4	-1.7%	-1%	-1%	2%	1%	2%	1%	-2%	4%	18%
43	Cc1ccccc1NC(=O)c1sc(Cl)nc1C	3	0.0%	0%	2%	0%	-6%	-11%	-10%	0%	-2%	-17%
44	NC(=O)C1(NC(=O)[C@@H]2CC3(CC(c4cccc(NC(=O)[C@@H]5CCC(=O)N5)c4)=NO3)CN2C(=O)Cc2ccc(Cl)cc2)CC1 (some centres undefined)	-4	0.2%	-2%	-1%	2%	0%	15%	-2%	0%	2%	-14%
45	COc1cccc(-c2ccc(=O)n(CC(=O)Nc3ccc(S(=O)(=O)NCC(C)C)cc3)n2)c1	19	0.2%	x	-1%	6%	x	x	-5%	1%	x	x
